Screening data from PubChem.
Mtb BioA inh = blocks M. tuberculosis BioA enzyme activity; inhibition, % at 9.99 µM; hit rate 0.096% among 360,000; purified M. tuberculosis BioA enzyme, plate reader; AID 602481; in the data active = inhibition above about 40%
* marks the source's active call; other numbers are inactive results. Some of the compounds tested. The share of hits here may be higher or lower than overall.

Start of the data: the first 2 records as a preview:
What do the screens show for `CO[C@H]1CN(C)C(=O)c2ccc(NS(=O)(=O)CC(F)(F)F)cc2OC[C@H](C)N(C)C[C@H]1C`?
Mtb BioA inh: 0.4

Results for N#C[C@H]1[C@@H](c2ccc(-c3ccccc3F)cc2)[C@@H](CO)N1C(=O)Cc1ccccc1 ?
Mtb BioA inh: -0.8

Results (from the top)
What do the screens show for `CO[C@H]1CN(C)C(=O)c2ccc(NS(=O)(=O)CC(F)(F)F)cc2OC[C@H](C)N(C)C[C@H]1C`?
Mtb BioA inh: 0.4

Results for N#C[C@H]1[C@@H](c2ccc(-c3ccccc3F)cc2)[C@@H](CO)N1C(=O)Cc1ccccc1 ?
Mtb BioA inh: -0.8

How did CO[C@H]1CN(C)C(=O)c2cc(NC(=O)c3ccccc3F)ccc2OC[C@H](C)NC[C@@H]1C do in these assays?
Mtb BioA inh: -1.5

How did COCC(=O)Nc1ccc2c(c1)[C@@H]1C[C@@H](CC(=O)NC3CCCC3)O[C@H](CO)[C@@H]1O2 do in these assays?
Mtb BioA inh: 3.2

How did O=C(NC[C@H]1N[C@H](CO)[C@@H]1c1ccccc1)c1ccccc1F do in these assays?
Mtb BioA inh: -3.4

How did C[C@@H]1CCCCO[C@@H](CN(C)C(=O)Nc2ccc(F)cc2)[C@@H](C)CN([C@@H](C)CO)C(=O)c2cc(N(C)C)ccc2O1 do in these assays?
Mtb BioA inh: -2.6

Results for C[C@@H]1CN([C@H](C)CO)C(=O)Cc2cc(NC(=O)Nc3cccc4ccccc34)ccc2O[C@@H]1CN(C)S(=O)(=O)c1ccc(F)cc1 ?
Mtb BioA inh: 14

How did Cc1ccc(S(=O)(=O)N(C)C[C@@H]2Oc3ccc(NC(=O)c4ccncc4)cc3CC(=O)N([C@@H](C)CO)C[C@@H]2C)cc1 do in these assays?
Mtb BioA inh: 0.3

What do the screens show for `CCCNC(=O)C[C@@H]1CC[C@@H]2[C@@H](COc3ccc(NC(=O)c4ccc(OC)cc4)cc3C(=O)N2C)O1`?
Mtb BioA inh: 0.3

How did CN(C)C(=O)c1cccc(-c2cccc(-c3nc(C(=O)N4CCCCC4)cc4c3[C@@H](CCO)N([S@](=O)C(C)(C)C)C4)c2)c1 do in these assays?
Mtb BioA inh: 8.6

What do the screens show for `CCCN(C)C[C@H]1OCCCC[C@H](C)Oc2ccc(NS(=O)(=O)c3cccs3)cc2C(=O)N([C@H](C)CO)C[C@H]1C`?
Mtb BioA inh: -0.8

How did CCCNC(=O)N1[C@@H](CO)[C@@H]2c3ccccc3N(C(=O)Nc3ccc(F)cc3)C[C@@H]21 do in these assays?
Mtb BioA inh: 0.4

How did C[C@H](CO)N1C[C@H](C)[C@H](CN(C)Cc2cccc(C(=O)O)c2)Oc2cc(C3=CCCCC3)ccc2S1(=O)=O do in these assays?
Mtb BioA inh: 1.7

What do the screens show for `C[C@@H]1CCCCO[C@@H](CN(C)Cc2ccc(C(F)(F)F)cc2)[C@H](C)CN([C@H](C)CO)C(=O)c2cc(NC(=O)c3ccncc3)ccc2O1`?
Mtb BioA inh: -1.1

Results for CN1C(=O)c2cc(NC(=O)c3ccc4c(c3)OCO4)ccc2OC[C@@H]2O[C@@H](CC(=O)O)CC[C@H]21 ?
Mtb BioA inh: 1.5

Results for CNC(=O)C[C@@H]1CC[C@H]2[C@@H](COc3ccc(NC(=O)C4CC4)cc3C(=O)N2C)O1 ?
Mtb BioA inh: -0.5

How did CCCC(=O)N1C[C@@H]2[C@H](c3ccccc31)[C@H](CO)N2Cc1cocn1 do in these assays?
Mtb BioA inh: -8.0

Results for CNC(=O)C[C@@H]1CC[C@@H]2[C@@H](COc3ccc(NC(=O)NC(C)C)cc3C(=O)N2C)O1 ?
Mtb BioA inh: 0.2

What do the screens show for `C[C@H]1CN([C@@H](C)CO)C(=O)c2cc(NC(=O)Cc3ccccc3)ccc2O[C@H]1CN(C)Cc1ccncc1`?
Mtb BioA inh: -1.7

What do the screens show for `Cc1noc(C)c1NC(=O)Nc1ccc2c(c1)CC(=O)N([C@@H](C)CO)C[C@@H](C)[C@H](CN(C)Cc1ccc(C(=O)Nc3ccccc3N)cc1)O2`?
Mtb BioA inh: 1.0

What do the screens show for `C[C@H]1CN([C@@H](C)CO)C(=O)c2cc(NC(=O)Cn3cnnn3)ccc2O[C@@H]1CN(C)Cc1ccc(Cl)c(Cl)c1`?
Mtb BioA inh: -3.0

How did C[C@H]1CN([C@@H](C)CO)C(=O)c2cccc(NC(=O)c3cnccn3)c2O[C@H]1CN(C)Cc1ccc(Cl)c(Cl)c1 do in these assays?
Mtb BioA inh: -0.8

What do the screens show for `C[C@@H]1CN([C@@H](C)CO)C(=O)Cc2cc(NC(=O)C3CC3)ccc2O[C@@H]1CN(C)C(=O)Nc1ccc(F)cc1`?
Mtb BioA inh: -1.4

How did O=C(C[C@@H]1CC[C@H]2[C@@H](COC[C@@H](O)CN2Cc2ccncc2)O1)NCc1ccncc1 do in these assays?
Mtb BioA inh: -0.8

How did O=C(NCC1CC1)[C@H]1[C@H](CO)[C@H]2Cn3c(ccc(-c4ccncc4)c3=O)[C@@H]1N2CC1CC1 do in these assays?
Mtb BioA inh: -0.2

How did CCCC(=O)Nc1ccc2c(c1)OC[C@@H](C)N(C(=O)Cc1ccccn1)C[C@@H](C)[C@H](OC)CN(C)C2=O do in these assays?
Mtb BioA inh: -1.0

Results for C[C@@H]1CN([C@@H](C)CO)C(=O)Cc2cc(NC(=O)Nc3ccc4c(c3)OCO4)ccc2O[C@@H]1CN(C)Cc1ccc(-c2ccccc2)cc1 ?
Mtb BioA inh: -2.9

How did C[C@H]1CN([C@@H](C)CO)C(=O)Cc2cc(NC(=O)Nc3ccc(F)cc3)ccc2O[C@H]1CN(C)Cc1ccc(Oc2ccccc2)cc1 do in these assays?
Mtb BioA inh: -3.9

Results for CN1C(=O)c2cc(NC(=O)C3CC3)ccc2OC[C@H]2O[C@H](CC(=O)NCc3cccc(F)c3)CC[C@H]21 ?
Mtb BioA inh: -0.3

What do the screens show for `CNC[C@@H]1Oc2ncc(C#CC3(O)CCCC3)cc2C(=O)N([C@H](C)CO)C[C@@H]1C`?
Mtb BioA inh: -2.4

What do the screens show for `COCC(=O)Nc1ccc2c(c1)[C@@H]1C[C@H](CC(=O)N3CCOCC3)O[C@H](CO)[C@@H]1O2`?
Mtb BioA inh: -0.8

Results for C[C@@H]1CCCCO[C@H](CN(C)C(=O)C2CCCCC2)[C@H](C)CN([C@@H](C)CO)C(=O)c2cc(NC(=O)Nc3ccccc3)ccc2O1 ?
Mtb BioA inh: 0.2

How did COc1ccc(CN(C)C[C@@H]2OCCCC[C@H](C)Oc3ccc(NC(=O)Nc4ccc(OC)cc4)cc3C(=O)N([C@@H](C)CO)C[C@H]2C)cc1 do in these assays?
Mtb BioA inh: -1.1

What do the screens show for `N#Cc1cccc(-c2ccc([C@H]3[C@H]4CN(C(=O)Nc5cccc(F)c5)CCCCN4[C@H]3CO)cc2)c1`?
Mtb BioA inh: -0.6

How did O=C(C[C@@H]1C[C@@H]2c3cc(NC(=O)c4cccnc4)ccc3O[C@@H]2[C@H](CO)O1)NCc1cccc(F)c1 do in these assays?
Mtb BioA inh: 7.0

Results for CN(C)CC(=O)Nc1ccc2c(c1)[C@H]1C[C@H](CC(=O)N3CCN(C)CC3)O[C@H](CO)[C@H]1O2 ?
Mtb BioA inh: -2.1

Results for COc1cccc(NC(=O)C[C@H]2CC[C@H]3[C@H](COc4ccc(NC(=O)C5CC5)cc4C(=O)N3C)O2)c1 ?
Mtb BioA inh: 0.1

How did C[C@@H]1CN([C@@H](C)CO)S(=O)(=O)c2ccc(C#Cc3ccccn3)cc2O[C@H]1CN(C)Cc1ccccc1 do in these assays?
Mtb BioA inh: -6.7

Results for CCCNC(=O)N1[C@H](CNC(C)=O)[C@@H](c2ccccc2)[C@@H]1CO ?
Mtb BioA inh: -3.3

What do the screens show for `C[C@@H]1CN([C@@H](C)CO)S(=O)(=O)c2ccc(-c3ccncc3)cc2O[C@H]1CN(C)C`?
Mtb BioA inh: 1.3

Reprinted at random: four entries already listed, in no set order.
Results for CN(C)CC(=O)Nc1ccc2c(c1)[C@H]1C[C@H](CC(=O)N3CCN(C)CC3)O[C@H](CO)[C@H]1O2 ?
Mtb BioA inh: -2.1

What do the screens show for `N#Cc1cccc(-c2ccc([C@H]3[C@H]4CN(C(=O)Nc5cccc(F)c5)CCCCN4[C@H]3CO)cc2)c1`?
Mtb BioA inh: -0.6

What do the screens show for `C[C@@H]1CN([C@@H](C)CO)S(=O)(=O)c2ccc(-c3ccncc3)cc2O[C@H]1CN(C)C`?
Mtb BioA inh: 1.3

How did C[C@@H]1CN([C@@H](C)CO)S(=O)(=O)c2ccc(C#Cc3ccccn3)cc2O[C@H]1CN(C)Cc1ccccc1 do in these assays?
Mtb BioA inh: -6.7

(next part)
How did O=C(N[C@@H]1CC[C@@H](CCNS(=O)(=O)c2ccccc2)O[C@H]1CO)c1cnccn1 do in these assays?
Mtb BioA inh: 1.7

Results for COCC#Cc1cnc2c(c1)C(=O)N([C@H](C)CO)C[C@@H](C)[C@@H](CN(C)C(=O)Nc1c(C)noc1C)O2 ?
Mtb BioA inh: -2.8

Results for C[C@@H]1CN([C@@H](C)CO)C(=O)c2cc(Br)cnc2O[C@@H]1CN(C)C(=O)c1ccccn1 ?
Mtb BioA inh: 0.0

What do the screens show for `C[C@@H]1CN([C@@H](C)CO)C(=O)c2cccc(NC(=O)C3CC3)c2O[C@H]1CN(C)Cc1ccc(Oc2ccccc2)cc1`?
Mtb BioA inh: 2.9

How did Cc1noc(C)c1S(=O)(=O)N(C)C[C@@H]1Oc2ccc(NC(=O)Nc3ccc4c(c3)OCO4)cc2C(=O)N([C@@H](C)CO)C[C@@H]1C do in these assays?
Mtb BioA inh: 0.0

Results for COCC(=O)N1CC[C@H]2[C@@H]1c1cc(-c3ccc(OC)cc3)ccc1N(C)[C@H]2CO ?
Mtb BioA inh: 9.3

What do the screens show for `O=C(C[C@@H]1CC[C@@H](NC(=O)Nc2ccccc2F)[C@H](CO)O1)NCc1ccccc1`?
Mtb BioA inh: 2.2

Results for CNC[C@H]1Oc2c(NC(=O)Nc3ccc(C(F)(F)F)cc3)cccc2C(=O)N([C@@H](C)CO)C[C@@H]1C ?
Mtb BioA inh: 1.4

How did CC(C)CC#Cc1ccc([C@H]2[C@@H](CO)N3CCCCN(C(=O)c4ccc5c(c4)OCO5)C[C@@H]23)cc1 do in these assays?
Mtb BioA inh: 3.1

Results for C[C@H]1CN([C@@H](C)CO)C(=O)c2cc(NC(=O)C3CC3)ccc2O[C@H]1CN(C)C(=O)NC1CCCCC1 ?
Mtb BioA inh: -1.2

How did C[C@@H]1CN([C@H](C)CO)S(=O)(=O)c2ccc(C#C[C@@H](C)O)cc2O[C@H]1CN(C)C(=O)C1CCC1 do in these assays?
Mtb BioA inh: -3.5

Results for C[C@@H]1CN([C@@H](C)CO)C(=O)c2cc(C#CC3CC3)cnc2O[C@@H]1CN(C)C ?
Mtb BioA inh: -2.3

What do the screens show for `C[C@@H]1CN([C@@H](C)CO)S(=O)(=O)c2ccc(C#Cc3ccccc3)cc2O[C@H]1CN(C)C(=O)Nc1ccc2c(c1)OCO2`?
Mtb BioA inh: -3.8

What do the screens show for `CC(=O)N(C)C[C@@H]1Oc2ncc(C#C[C@H](C)O)cc2C(=O)N([C@@H](C)CO)C[C@H]1C`?
Mtb BioA inh: -2.3

What do the screens show for `Cc1ccc(S(=O)(=O)Nc2ccc3c(c2)C(=O)N([C@@H](C)CO)C[C@@H](C)[C@@H](CN(C)C(=O)Nc2ccc(C(F)(F)F)cc2)OCCCC[C@H](C)O3)cc1`?
Mtb BioA inh: 0.8

Results for C[C@@H]1CN([C@H](C)CO)C(=O)Cc2cc(NC(=O)CCC(F)(F)F)ccc2O[C@H]1CN(C)CC1CC1 ?
Mtb BioA inh: 1.6

What do the screens show for `C[C@H]1CN([C@@H](C)CO)C(=O)c2cc(NC(=O)Cc3cn(C)c4ccccc34)ccc2O[C@H]1CN(C)C(=O)Nc1ccc2c(c1)OCO2`?
Mtb BioA inh: 2.5

How did CCCNC(=O)N(C)C[C@H]1Oc2cc(C3=CCCCC3)ccc2S(=O)(=O)N([C@H](C)CO)C[C@@H]1C do in these assays?
Mtb BioA inh: 0.1

What do the screens show for `C[C@@H]1CN([C@@H](C)CO)C(=O)c2cccc(NS(C)(=O)=O)c2O[C@H]1CN(C)S(=O)(=O)c1cn(C)cn1`?
Mtb BioA inh: 0.2

Results for C[C@H](CO)N1C[C@H](C)[C@H](CN(C)Cc2ccc(Cl)c(Cl)c2)Oc2c(NC(=O)c3ccc(-c4nccs4)cc3)cccc2C1=O ?
Mtb BioA inh: -3.5

How did C[C@H](CO)N1C[C@H](C)[C@H](CN(C)C(=O)Nc2ccc(F)cc2)Oc2ncccc2C1=O do in these assays?
Mtb BioA inh: -2.3

How did O=C(O)C[C@@H]1C[C@H]2c3cc(NC(=O)Nc4ccc(F)cc4)ccc3O[C@H]2[C@H](CO)O1 do in these assays?
Mtb BioA inh: -2.3

What do the screens show for `CC(C)(C)S(=O)N1Cc2cc(C(=O)NCCCN3CCOCC3)nc(-c3cccc(C#CCC4CCCC4)c3)c2[C@@H]1CCO` (stereo not given in full)?
Mtb BioA inh: -1.7

How did C[C@@H]1CN([C@@H](C)CO)C(=O)c2cccc(NS(=O)(=O)c3cn(C)cn3)c2O[C@@H]1CN(C)Cc1ccc2c(c1)OCO2 do in these assays?
Mtb BioA inh: 2.6

Results for Cc1noc(C)c1S(=O)(=O)Nc1ccc2c(c1)C(=O)N([C@@H](C)CO)C[C@H](C)[C@H](CN(C)S(=O)(=O)c1cccs1)O2 ?
Mtb BioA inh: -0.6

What do the screens show for `O=C(Nc1cccc(F)c1)N[C@H]1CC[C@@H](CCn2cc(Cc3ccccc3)nn2)O[C@@H]1CO`?
Mtb BioA inh: 18

What do the screens show for `COCC(=O)Nc1ccc2c(c1)C(=O)N(C)C[C@H](OC)[C@@H](C)CN(Cc1ccccc1OC)[C@H](C)CO2`?
Mtb BioA inh: -0.9

How did CO[C@@H]1CN(C)C(=O)c2ccc(NC(=O)Nc3ccc(F)cc3)cc2OC[C@H](C)NC[C@@H]1C do in these assays?
Mtb BioA inh: -0.7

How did COc1ccc(S(=O)(=O)N(C)C[C@H]2Oc3ccc(NS(=O)(=O)c4c(C)noc4C)cc3CC(=O)N([C@H](C)CO)C[C@H]2C)cc1 do in these assays?
Mtb BioA inh: 1.6
